High-throughput results from PubChem BioAssay.
BRCT inh red: inhibitors of human BRCA1 BRCT-phosphoprotein interaction (red fluorophore) | P38398 | BRCT-phosphopeptide binding, red fluorescence polarization | Potency, µM (titrated, usually from 76.9 µM), without a hit: at the highest dose activity change, negative = inhibition, actives largely listed as inhibitors | 75,000 compounds, 0.03% hits | AID 892; note: % is set by controls: 0 for no effect and ±100 for the full control effect
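Rhodamine-labelled pBACH1 10-mer (100 nM) bound to BRCT domain (100 nM) at pH 7.3; compounds incubated 12 min room temperature, polarization read. Free peptide defines full inhibition; unlabelled decapeptide titrated as control.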
Epigenetic mod: derepresses silenced GFP locus in mouse C127i cells. Potency, µM (titrated, usually from 46.1 µM), for inactives: at the highest dose GFP derepression (activation). mouse C127i GFP locus derepression, cytometry, 30 h. 68,000 compounds, 0.09% hits; note: % of control where 0% means no effect
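Murine C127i mammary cells carrying a silenced, stably integrated CMV-driven GFP reporter were treated with compound for 30 hours at 37 C. After PBS washes, GFP-positive cells were counted by laser-scanning microplate cytometry.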
BRCT inh green: BRCA1 BRCT-phosphoprotein interaction inhibition; BRCA1 BRCT-phosphopeptide binding, green fluorescence polarization; Potency, µM (doses to about 76.9 µM), inactives show at the top dose activity change, negative = inhibition, usual class: inhibitors; 75,000 compounds, 0.05% hits; AID 875;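 note: potency is the fitted concentration of half-maximal effect; plate controls were peptide without protein for full effect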
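Fluorescence polarization: His-tagged BRCT (~35 kDa BRCA1 C-terminus, 250 nM) bound to 100 nM fluorescein-labeled phosphorylated 10-aa BACH1 peptide, pH 7.3 phosphate buffer with DTT and Tween 20. Compounds incubated 12 min at room temperature; inhibition read as lowered polarization.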
DNA Pol III inh: inhibitors of bacterial DNA polymerase III holoenzyme | AID 603 | 71,000 compounds, 0.25% hits | Potency, µM (titrated, usually from 57.1 µM), inactives show at the top dose activity change, negative = inhibition | reconstituted DNA polymerase III holoenzyme replication, biochemical; note: potency is the fitted concentration of half-maximal effect; % is set by controls: 0 for no effect and ±100 for the full control effect
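Reconstituted *E. coli* holoenzyme (0.35 nM Pol III, 1 nM beta, 154 nM SSB, 2 nM primase) was preincubated with compound for 15 min at RT. Synthesis on 1.4 nM ssM13Gori ran 35 min, then was stopped with PicoGreen/EDTA and read as dsDNA fluorescence.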
Hsp90 Hop PPI: changes Hsp90-Hop TPR2A binding signal, up or down; AlphaScreen TPR2A-His6 binding biotin-Hsp90 C-terminal peptide; AID 595; Potency, µM (titrated, usually from 57 µM), inactives show top-dose activity change, negative = inhibition; 71,000 compounds, 0.44% hits; active = well fitted curve in either direction with a large enough effect; inconclusive = small, poorly fitted or top-dose-only effect, or another doubt; note: potency is the fitted concentration of half-maximal effect; % is set by controls: 0 for no effect and ±100 for the full control effect; many of its hits are not listed in these tables
Ub-GFP proteasome: ubiquitin-GFP accumulation via proteasome inhibition; Ubiquitin-GFP reporter cells, proteasome inhibition, GFP fluorescence; response scale: untreated = 0%, 10 µM MG-132 = 100%; Potency, µM (top dose mostly 45.9 µM), for inactives: at the top dose activation (GFP accumulation), actives largely listed as activators; 67,000 tested, under 10 active; active = well fitted activation curve with a large enough effect, not every such curve was filed as active; inconclusive = small, poorly fitted or top-dose-only effect, or another doubt; inactive = no such curve, though single readings can be large or run the other way; note: potency is the fitted concentration of half-maximal effect
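GFP accumulation read-out: laser plate cytometry counting ubiquitin(G76V)-GFP-expressing U2OS cells after 4 hr compound exposure at 37 °C. Titrations spanned 46 uM to 2.9 nM; 0% = basal, 100% = 10 uM MG-132; concentration-response curves fitted.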
HADH2 inhib: blocks human hydroxyacyl-CoA dehydrogenase type II; recombinant HADH2, NADH fluorescence, beta-hydroxybutyryl-CoA; Potency, µM (highest dose often 57.1 µM), without a hit: at the highest dose activity change, negative = inhibition, most hits filed as inhibitors; 73,000 compounds, 3.4% hits; note: potency is the fitted concentration of half-maximal effect; % is set by controls: 0 for no effect and ±100 for the full control effect; nearly all actives have a fitted effect of over 60% in size; many of its hits are not listed in these tables
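20 nM HADH2 + cpd, 15 min RT; add 1 mM NAD+/90 uM beta-hydroxybutyryl-CoA; kinetic fluorescence 360/450 nm, 4 min. Tris-HCl pH 9.0, 0.01% Tween-20.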
HBB splicing: hemoglobin beta splicing modulation | HBB splicing reporter cell assay, activation; EGFP reporter with mutant IVS2-654 intron; response scale: normalised to 500 nM splice-correcting PNA | Potency, µM (series often up to 46.1 µM), for inactives: top-dose activation, hits mostly activators | 65,000 compounds, 0.06% hits | AID 925; note: potency is the fitted concentration of half-maximal effect; 0% is about no effect
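HeLa cells stably expressing EGFP interrupted by mutant beta-globin intron 2 (IVS2-654), 500/well in 2% FCS. Treated with compound for 2 days at 37C. Splicing correction scored as total well GFP intensity (488 nm excitation, 500-520 nm emission); 500 nM antisense PNA served as control.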
CRE Fsk mod: modulators of forskolin-stimulated CRE signaling in CHO cells; Potency, µM (doses to about 38.2 µM), for the others: at the top dose activity change, negative = inhibition, most hits filed as activators; CHO CRE-bla reporter (cAMP response element driving beta-lactamase), forskolin EC10, beta-lactamase ratio; 71,000 compounds, 2.5% hits; AID 662; active = well fitted activation curve with a large enough effect in the signal ratio, with a control signal flat, not every such curve was filed as active; inconclusive = small, poorly fitted or top-dose-only effect, or effect the other way, or a change in a side signal; the % refers to the signal ratio; note: potency is the fitted concentration of half-maximal effect; % of control where 0% means no effect
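qHTS titration format; CRE-bla CHO reporter; stimulus EC10 NKH 477, a water-soluble forskolin. Read: CCF4 460/530 nm ratio. Potency expressed as AC50 for activators or inhibitors.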
USP2a inhib: USP2a (human) protease inhibition | O75604 | USP2a enzymatic assay, qHTS inhibition | Potency, µM (doses to about 38.3 µM), for the others: at the highest dose activity change, negative = inhibition, hits mostly inhibitors | 60,000 compounds, 0.1% hits | AID 927;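 note: potency is the fitted concentration of half-maximal effect; nearly all actives have a fitted effect of over 60% in size; plate controls were DMSO for no effect and NEM full inhibition control for full effect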
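Coupled readout: USP2-cleaved Ub-PLA2 (20nM final) turns over NBD C6-HPC (20uM final), Ex 460nm/Em 535nm after 2.5 h, time-zero read flagging artifacts. Enzyme (20nM final, pH 8.0 Tris) given 30 min RT with compound first; NEM defines full inhibition.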
ALOX15 inhib: blocks human 15-lipoxygenase activity | Potency, µM (doses to about 57.1 µM), inactives show at the top dose activity change, negative = inhibition, usual class: inhibitors | AID 887 | 74,000 compounds, 1.4% hits | P16050 | purified 15hLO-1, xylenol orange hydroperoxide absorbance; note: potency is the fitted concentration of half-maximal effect; % is set by controls: 0 for no effect and ±100 for the full control effect; nearly all actives have a fitted effect of over 55% in size
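Readout: Fe(III)-xylenol orange absorbance, 573-to-405 nm ratio as reaction progress. Enzyme 40 nM purified human 15hLO-1, substrate 50 uM arachidonic acid, 6 min RT after 15 min compound preincubation; Hepes pH 7.5 buffer with Triton X-100.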
The depositor's hits bear a star; ? = inconclusive; nt = no result given; & = joins results of further samples; [ ] = dose if it differs, or a comment. Unless noted, calls come from the whole dose curve; as a rule, active = well fitted curve in the direction sought with a large enough effect; inconclusive = small, poorly fitted or top-dose-only effect, or another doubt; inactive = no such curve, though single readings can be large; an effect the other way counts as inactive or inconclusive. This is a subset (hit frequency here may not be typical).

SMILES	BRCT inh red	Epigenetic mod	BRCT inh green	DNA Pol III inh	Hsp90 Hop PPI	Ub-GFP proteasome	HADH2 inhib	HBB splicing	CRE Fsk mod	USP2a inhib	ALOX15 inhib
C=CCN1C(=CCO)[C@H]2C[C@H]3[C@@H]1CC[C@@]31c3ccccc3N3C=C4[C@@H]5N(/C=C/2[C@H]31)c1ccccc1[C@]51CC[C@H]2[C@H]1C[C@@H]4/C(=C/CO)N2CC=C	-2.0%[34.4 µM]	-1%[20.6 µM]	-0.6%[34.4 µM]	-3%[25.6 µM]	2%[26 µM]	6%[20.5 µM]	8%[25.6 µM]	-1.3%[20.6 µM]	-5%[17.1 µM]	0%[17.1 µM]	4%[25.6 µM]
CCOC(=O)c1[nH]c(C(=O)O)c(CCC(=O)OC)c1C	-0.5%	2%	0.9%	0%	-5%	2%	3%	-0.8%	0%	-3%	12%
COCC(=O)N(C)C1(c2nnnn2CCOC(=O)Nc2cccc3ccccc23)CCCC1	-5.7%	-3%	-1.0%	-1%	-16%	-3%	5%	-1.4%	-18%	26%	?
CCCCCn1c(N2CCN(Cc3ccccc3)CC2)nc2c1c(=O)[nH]c(=O)n2C	-2.3%	4%	-0.2%	4%	-11%	nt	0%	0.1%[0.369 µM]	?	28%	-19%
CCc1nc2oc3cc(OC)ccc3c(=O)c2c(=O)n1-c1ccccc1	-2.1%	-2%	-1.1%	7%	-2%	-10%	1%	-2.9%	-10%	5%	2%
COc1ccc(-n2c(=O)cnc3cnc(N4CCOCC4)nc32)cc1	0.8%	0%[9.22 µM]	-0.5%	-5%	-1%	-10%	-14%	0.3%	?	?	-13%
COc1ccc(NC(=O)C2CCCN(S(=O)(=O)c3c(C)n[nH]c3C)C2)cc1 (configuration not stated)	-0.6%	2%	-1.2%	2%	-3%	-1%	4%	-1.7%	-5%	2%	-1%
COc1ccccc1NC(=O)CSc1nnc(CC(=O)Nc2ccccc2)n1C	2.1%	3%	-1.4%	-4%	-2%	0%	4%	?	-7%	13%	7%
Cn1c(=O)c2nc(-c3ccc(Cl)cc3Cl)oc2c2ccccc21	1.5%	nt	-3.2%	-7%	-2%[2.3 µM]	1%	4%	0.7%	1%	nt	-1%
CCn1c(CC(=O)Nc2ccc(C)cc2)nnc1SCC(=O)N1CCN(c2ccccc2)CC1	-0.5%	0%	-0.7%	4%	-5%	6%	2%	2.5%	-15%	35%[activator]	3%
Cc1cc(C(=O)COC(=O)CN(C)S(=O)(=O)c2ccc(Cl)cc2)c(C)n1CC1CCCO1 (configuration not stated)	-1.4%	5%	-1.8%	?	-11%	-2%	12%	0.3%[57.5 µM]	-2%	10%	15%
O=C(C1CCN(C2CC(=O)N(c3ccc(F)cc3)C2=O)CC1)N1CCOCC1 (configuration not stated)	-0.6%	0%	-1.9%	2%	1%	4%	-12%	9.3%	-6%	-7%	1%
Cc1ccc(C(=O)CSc2nc(N)cc(=O)[nH]2)cc1	-0.5%	0%	0.4%	-9%	-2%	0%	4%	nt	8%	-1%	-4%
CCC(C)(C)NC(=O)C(c1ccco1)N(C(=O)Cn1nnc2ccccc21)c1ccc2c(c1)OCO2 (configuration not stated)	0.0%	1%	1.2%	1%	-4%	1%	0%	-0.2%[57.5 µM]	-15%	nt	1%
O=C(c1cccc(Br)c1)N1CCN(C(=O)N2CCCCC2)CC1	-1.7%	3%	1.1%	2%	-2%	-3%	6%	4.7%	-11%	-2%	-2%
CCOc1cc2c(cc1OCC)C(c1ccc(O)c(OC)c1)NCC2 (configuration not stated)	-0.1%	-2%	0.3%	-1%	-6%	3%	5%	-0.5%	?	nt	-9%
Cc1ccc(O)c(NC(=O)c2cccc(NC(=O)c3ccco3)c2)c1	-1.7%	-2%	2.7%	-4%	-2%	1%	3%	-0.4%	5%	3%	-28%
CCn1cc(C(=O)O)c(=O)c2cc(F)c(N3CCNCC3)cc21	1.4%	-2%&2%[20.6 µM]	0.6%[3.08 µM]	-3%[25.6 µM]	-5%[26 µM]	-1%[20.5 µM]	-9%[25.6 µM]	1.2%[20.6 µM]	0%[17.1 µM]	0%	-2%
CCCc1cc(COC)c(C#N)c(=O)[nH]1	-0.9%[15.4 µM]	9%[9.22 µM]	-0.6%[15.4 µM]	1%[11.4 µM]	0%[11 µM]	1%[9.17 µM]	-20%[11.4 µM]	-1.2%[9.22 µM]	11%[7.6 µM]	nt	9%[11.4 µM]
CC1CCN(C(=O)c2cccc(S(=O)(=O)N3CCCCC3)c2)CC1	-0.7%	-3%	0.0%	-2%	-9%	6%	-1%	-0.1%	7%	9%	0%
CC(=O)c1ccc(NC(=O)C2CC(c3ccc(F)cc3)=NO2)cc1 (configuration not stated)	0.8%	2%	-0.7%	-4%	-5%	-2%	-2%	3.6%	?	6%	8%
C=CCc1cccc2cc(C(=O)N(CC)CC)c(=O)oc12	-2.6%	-2%	1.1%	-7%	?	-1%	-9%	-1.6%	6%	2%	-1%
N#Cc1ccccc1-c1ccc2ncnc(N3CCNCC3)c2c1	0.5%	6%[9.22 µM]	0.3%	-1%	3%	3%	-7%	1.0%	?	-12%	6%
Oc1ccc2[nH]ccc2c1	0.0%	-2%	2.1%	-2%	-5%	-2%	-24%	7.8%[1.84 µM]	?	33%[activator]	?
COC(c1ccccc1)C(C)C(OC)C(C)C(OC)C(C)C(C)=O (configuration not stated)	0.7%[15.4 µM]	nt	-3.4%[15.4 µM]	nt	nt	nt	0%[11.4 µM]	1.2%[9.22 µM]	nt	nt	5%[11.4 µM]

Additional structures follow:
SMILES	BRCT inh red	Epigenetic mod	BRCT inh green	DNA Pol III inh	Hsp90 Hop PPI	Ub-GFP proteasome	HADH2 inhib	HBB splicing	CRE Fsk mod	USP2a inhib	ALOX15 inhib
O=C(C1CCN(S(=O)(=O)c2cccc3cccnc23)CC1)N1CCn2c1nc1ccccc12	-1.4%	-4%	1.4%	-4%	-2%	16%	4%	0.7%	-5%	nt	8%
CCCCOc1ccc(C2(C)CC(=O)NC2=O)cc1 (configuration not stated)	0.6%	-3%	-3.7%	9%	-4%	14%	4%	-0.8%	15%	6%	-4%
Cc1cc(NC(=O)c2cnn3c(C(F)F)cc(C4CC4)nc23)no1	-0.8%	2%	1.4%	4%	-6%	-3%	13%	0.0%	?	9%	-4%
CCOc1ccccc1C1C(C#N)=C(SCC(=O)OC)NC(=O)C1C(=O)OC (configuration not stated)	0.5%	0%	-2.6%	-4%	-4%	9%	10%	nt	6%	-2%	7%
O=C(Nc1c(C(=O)Nc2ccc3c(c2)OCCO3)cnn1-c1ccccc1Cl)c1ccco1	0.4%	0%	-2.5%	0%	-11%	-1%	6%	-0.3%	-7%	24%	-1%
C=CCn1c(=N)n(CC(O)COc2ccc(OC)cc2)c2ccccc21 (configuration not stated)	-0.7%	0%	-1.0%	-5%	-9%	-12%	-6%	-2.0%	-5%	nt	0%
c1ccc2c(c1)[nH]c1nc3nncn3nc12	-0.8%	-4%	-1.8%	2%	-2%	-12%	9%	0.0%[9.22 µM]	-1%	-2%	3%
O=C(Nc1ccc(N2CCOCC2)c(Cl)c1)c1cccnc1	-2.0%	1%	-3.5%	-3%	-3%	1%	6%	nt	20%	1%	2%
COc1cccc(N2CCN(CC(=O)NCc3cccs3)CC2)c1	-0.3%	4%	-3.4%	-5%	1%	-4%	-2%	nt	-5%	36%[activator]	11%
CCS(=O)(=O)Nc1ccc(C(=O)CC2(O)C(=O)Nc3ccc(Br)cc32)cc1 (configuration not stated)	-3.6%	-2%	2.1%	1%	-9%	0%	-27%	7.1%[1.84 µM]	-4%	?	-21%
O=C(CSc1nc2c(sc3ccccc32)c(=O)n1Cc1ccco1)NCC1CCCO1 (configuration not stated)	-0.8%	-1%	1.2%	-1%	5%	-4%	2%	-0.8%	?	7%	-9%
O=C(NCCN1CCCCCC1)c1ccc(CS(=O)(=O)c2ccc(Br)cc2)o1	0.6%	nt	-1.7%	-6%	-4%[2.3 µM]	7%	3%	-0.5%	-6%	nt	-8%
